GLP1R cytotox: cytotoxicity counter-screen for GLP-1 receptor inverse agonists. actives 0.13% (n = 410,000). HEK293 cAMP-luciferase reporter cells, luminescence, 24 h. Potency, µM (doses to about 38.3 µM), inactives show top-dose activity change, negative = inhibition, actives largely listed as inhibitors;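 note: loss of luciferase light is scored as toxicity; potency is the fitted concentration of half-maximal effect; % is set by controls: 0 for no effect and ±100 for the full control effect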
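Quantitative HTS format, 1536 wells, 200 cells/uL seeded. Compounds: 23 nL, 24 h, 37 °C. Detection: luciferase reagent, luminescence at 12 min RT; decreased signal taken as cytotoxic.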
PTHR1 ag: agonists of human PTHR1 parathyroid hormone receptor | Q03431 | HEK293 GP2 PTHR1 cells, GloSensor cAMP luminescence, 1 h | Potency, µM (doses to about 115 µM), for inactives: at the highest dose activation, hits mostly activators | actives 0.075% (n = 410,000) | AID 743266; note: potency is the fitted concentration of half-maximal effect; nearly all actives have a fitted effect of over 55% in size; some results filed as inactive show a strong effect at the top dose; inactives centre near -15; many of its hits are not listed in these tables
Target sequence (Q03431 whole entry, looked up): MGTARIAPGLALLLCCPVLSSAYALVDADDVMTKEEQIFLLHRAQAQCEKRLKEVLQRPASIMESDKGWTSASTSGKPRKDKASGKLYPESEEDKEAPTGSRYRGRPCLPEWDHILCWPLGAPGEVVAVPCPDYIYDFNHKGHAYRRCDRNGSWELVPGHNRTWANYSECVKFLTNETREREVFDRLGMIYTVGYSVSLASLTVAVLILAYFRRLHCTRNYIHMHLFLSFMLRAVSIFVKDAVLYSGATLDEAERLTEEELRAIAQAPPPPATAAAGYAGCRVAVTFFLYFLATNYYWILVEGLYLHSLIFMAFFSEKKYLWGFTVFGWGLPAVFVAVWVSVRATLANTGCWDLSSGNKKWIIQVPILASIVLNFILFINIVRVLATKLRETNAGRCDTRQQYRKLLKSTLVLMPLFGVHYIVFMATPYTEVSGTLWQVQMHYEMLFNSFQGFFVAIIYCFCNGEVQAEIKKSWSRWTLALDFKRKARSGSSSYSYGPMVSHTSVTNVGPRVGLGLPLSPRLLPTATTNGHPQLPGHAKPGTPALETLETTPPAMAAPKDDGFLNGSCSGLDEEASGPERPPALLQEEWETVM
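HEK-293-derived GP2 cells expressing PTHR1 and a GloSensor cAMP reporter, 3,000/well, plated overnight, given luciferin plus IBMX (each 0.5 mM as added) for 1 h at 37 °C, then compound for 1 h at 37 °C. Luminescence was read after 15 min at room temperature.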
FUS yeast rescue: rescues growth of FUS-expressing yeast; Potency, µM (titrated, usually from 76.6 µM), for the others: at the highest dose growth rescue (activation), most hits filed as activators; S. cerevisiae FUS-expressing, growth rescue, OD600, 24 h; actives 0.24% (n = 390,000);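 note: potency is the fitted concentration of half-maximal effect; plate controls were DMSO vehicle for no effect and reference control for full effect; nearly all actives have a fitted effect of over 55% in size; some results filed as inactive show a strong effect at the top dose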
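Yeast FUS proteinopathy model; galactose-induced FUS (2%), starting OD 0.005. Cpds in dilution series, 24hr, 30C, 99% humidity. Abs 600 nm growth. Pos ctrl CP55940 (top 92uM final); neg ctrl DMSO.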
MmCpn inh: inhibitors of Methanococcus maripaludis chaperonin (MmCpn). Potency, µM (top dose mostly 76.9 µM), for the others: at the highest dose activity, negative = inhibition, actives largely listed as inhibitors. actives 0.031% (n = 330,000). purified Mm-Cpn ATPase, ADP Transcreener TR-FRET; note: potency is the fitted concentration of half-maximal effect; % is set by controls: 0 for no effect and ±100 for the full control effect; nearly all actives have a fitted effect of over 80% in size
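TR-FRET (320 nm excitation; 590 and 665 nm emission) reports ADP made from 10 uM ATP by 25 nM enzyme; compounds were preincubated 10 min, reaction run 30 min, both at 37°C.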
TDP43 rescue: TDP-43 toxicity inhibition in yeast | TDP-43 expressing yeast growth rescue, BacTiter-Glo, 24 h | Potency, µM (highest dose often 46.1 µM), for the others: at the highest dose growth rescue (activation), most hits filed as activators | actives 1.8% (n = 410,000) | AID 652104; note: potency is the fitted concentration of half-maximal effect; % of control where 0% means no effect; nearly all actives have a fitted effect of over 50% in size
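Galactose-induced TDP-43 yeast, OD600=0.02, compound pinned; 24 hr, 30 deg C; BacTiter-Glo luminescence for growth. Inhibitors of TDP-43 toxicity read as activators.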
aSyn yeast inh: inhibitors of alpha-synuclein toxicity in yeast | Yeast expressing alpha-synuclein, growth rescue, BacTiter-Glo, 24 h | Potency, µM (doses to about 46.1 µM), inactives show top-dose growth rescue (activation), hits mostly activators | actives 0.14% (n = 370,000) | AID 652106; note: potency is the fitted concentration of half-maximal effect; % of control where 0% means no effect; nearly all actives have a fitted effect of over 65% in size
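Screening used galactose-induced yeast with toxic alpha-synuclein levels, exposed to compound for 24 hr at 30 deg C. Cell growth, read with BacTiter-Glo luminescence, gave the measured signal.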
pAkt inh: inhibitors of Akt phosphorylation; Neuro2A IGF-stimulated pAkt S473 HTRF, 20 min; stronger effect = lower value; activity change, % for hits at 50 µM; actives 0.32% (n = 360,000); AID 651550; in the data active = activity change below about -80%; inconclusive = mostly about -51% to -80%; note: % is set by controls: 0 for no effect and ±100 for the full control effect
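Neuro2A cells (4,500/well, DMEM with 0.5% FBS) were treated with compound at a single 50 µM final concentration, stimulated with 6 nM IGF for 20 min at 37 °C, and lysed. Phospho-Akt Ser473 was read by HTRF as 665/615 ratio ×10^4.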
GLP-1R inv ag: inverse agonists of human GLP-1 receptor | P43220 | Potency, µM (series often up to 38.3 µM), without a hit: top-dose activity change, negative = inhibition, actives largely listed as inhibitors | actives 1.6% (n = 410,000) | AID 624417 | HEK293 GLP-1R CRE-luciferase, luminescence, 24 h; GLP-1R form is constitutively active; note: potency is the fitted concentration of half-maximal effect; % is set by controls: 0 for no effect and ±100 for the full control effect; nearly all actives have a fitted effect of over 55% in size
Target sequence (P43220 whole entry, looked up): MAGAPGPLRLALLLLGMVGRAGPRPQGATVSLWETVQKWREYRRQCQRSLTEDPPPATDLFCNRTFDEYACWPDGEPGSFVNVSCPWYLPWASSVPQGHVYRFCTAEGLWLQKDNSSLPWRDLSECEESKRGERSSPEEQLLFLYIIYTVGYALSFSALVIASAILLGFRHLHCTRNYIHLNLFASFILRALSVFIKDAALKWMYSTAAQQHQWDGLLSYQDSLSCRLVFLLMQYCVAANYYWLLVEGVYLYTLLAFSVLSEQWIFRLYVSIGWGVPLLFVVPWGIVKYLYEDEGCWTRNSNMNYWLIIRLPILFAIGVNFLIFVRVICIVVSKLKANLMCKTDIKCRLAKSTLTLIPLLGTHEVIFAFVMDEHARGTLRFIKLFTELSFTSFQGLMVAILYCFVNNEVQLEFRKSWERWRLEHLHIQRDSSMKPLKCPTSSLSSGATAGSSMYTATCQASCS
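Inverse agonists were sought by their lowering of basal cAMP reporter luciferase output in HEK293 cells stably carrying constitutively active human GLP-1R, after 24 h compound treatment.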
Abeta yeast res: compounds reversing amyloid beta toxicity in yeast; yeast expressing A-beta42, growth rescue, OD600, 48 h; response scale: 0% DMSO, 100% iron-clioquinol control; Potency, µM (highest dose often 46.1 µM), for inactives: top-dose growth rescue, hits mostly activators; actives 0.063% (n = 410,000); note: potency is the fitted concentration of half-maximal effect; nearly all actives have a fitted effect of over 55% in size
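Yeast A-beta toxicity model in growth medium with pinned compounds, 48 h at 30 C; growth read as absorbance at 600 nm. Normalized to FeCl3/clioquinol equimolar mix (positive) and DMSO (negative).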
* = called active by the depositor; i = inactive; ? = inconclusive; · = not tested or not shown; & = joins results of further samples; [ ] = remark or other dose. Unless noted, calls come from the whole dose curve; as a rule, active = well fitted curve in the direction sought with a large enough effect; inconclusive = small, poorly fitted or top-dose-only effect, or another doubt; inactive = no such curve, though single readings can be large; an effect the other way counts as inactive or inconclusive. A portion of the library; the hit share may differ from the screen's.

SMILES | GLP1R cytotox | PTHR1 ag | FUS yeast rescue | MmCpn inh | TDP43 rescue | aSyn yeast inh | pAkt inh | GLP-1R inv ag | Abeta yeast res
COc1cccc(N2CC(NC(=O)/C=C\c3ccc(OC)c(OC)c3)CC2=O)c1 (stereo not drawn) | -4.2% | i | 12.7% | · | 17.8% | · | · | 18.5% | -5.6%
COc1ccc(NC(=O)CSC2=NCCN2)cc1 | -4.5% | -20.5% | 8.7% | -0.6% | -9.7% | 2.4% | i | -3.2% | -0.9%
Cc1nc(N)nc(Nc2ccc(Cl)cc2)c1Br | 6.1% | i | 23.4% | 4.7% | 18.6% | -8.5% | i | 7.7% | 0.9%
Cc1ccc(C(=O)n2nc(-n3cccc3)c3c(C)cc(C)nc32)cc1 | 5.1% | -21.7% | 20.6% | 0.5% | 2.3% | 10.1% | i | 28.4% | -22.7%
COc1cccc(CNS(=O)(=O)c2cc3c(cc2C)n(C)c(=O)c(=O)n3C)c1 | 12.2%&0.6% | -10.3%&-18.8% | -3.2%&-15.2% | -12.3% | ? | -1.0% | i | 2.0%&4.4% | -5.5%&-9.5%
Cc1c(NS(=O)(=O)c2ccc3[nH]c(=O)[nH]c3c2)c(=O)n(-c2ccccc2)n1C | 1.4% | i | 12.6% | -12.0% | -14.6% | -1.8% | i | -9.4% | -3.4%
C/C(=N\Nc1nc(C)cc(C)n1)c1ccc(C)o1 | -47.3% | i | -5.3% | -2.1% | 11.5% | 0.1% | i | -8.9% | 27.3%
CC1(OC(=O)CCc2ccccc2)C(=O)C=C2C=C(c3ccc(C#N)cc3)N(C(CO)CO)C=C2C1=O (stereo not drawn) | 7.1% | -4.0% | 2.1% | -1.7% | 11.4% | -9.9% | i | 2.1% | 4.7%
Cc1c(C)c2ccc(O[C@@H]3O[C@H](CO)[C@H](O)[C@H](O)[C@H]3O)cc2oc1=O | ? | i | -25.9% | -4.6% | 6.2% | -0.7% | i | 36.2% | -4.6%
COc1ccc(NC(=O)c2ccc(NC(=O)CN(C)CC(=O)Nc3c(C)cccc3C)cc2)cc1 | -1.6% | -19.0% | 30.4% | 1.3% | 0.0% | -5.8% | i | -30.4% | -4.2%
COC(=O)CSc1nc(N)c(C#N)c(-c2ccco2)c1C#N | 5.7% | i | -56.2% | -13.5% | 20.6% | 6.1% | ? | 103.9%[activator] | -0.1%[9.22 µM]
O=C(NCCCN1CCN(CCCNC(=O)c2cc([N+](=O)[O-])ccc2Cl)CC1)c1cc([N+](=O)[O-])ccc1Cl | -5.8% | i | 16.2% | 1.6% | 13.3% | 2.0% | i | 25.1% | 6.6%
O=C(N/N=C/c1ccco1)c1cc(-c2ccc(Cl)cc2)n[nH]1 | -4.2% | i | 1.1% | 0.6% | -5.4% | 6.0% | i | 33.5%[activator] | 11.9%
O=Cc1[nH]c2ccccc2c1N(C(=O)CCl)c1ccc([N+](=O)[O-])cc1 | ? | i | 31.6% | -0.9% | -22.2%[1.82 µM] | -1.1% | i | ? | ?
Cc1ccc(C)c(NC(=O)CN(C)C(C)C(=O)N2CCCC2)c1 (stereo not drawn) | 2.1% | 23.6% | 0.3% | 0.0% | -14.8% | 3.6% | i | -8.9% | -5.5%
COc1ccc(C(C(=O)NC2CCCCC2)N(C(=O)c2snc(C(N)=O)c2N)c2ccccc2OC)cc1 (stereo not drawn) | 9.8% | -15.2% | 34.9% | -5.6% | -12.1% | 4.2% | i | 1.7% | 0.1%
O=C(Cn1c(=O)nc(-c2ccccc2)c2ccccc21)NCCc1ccc(Cl)cc1 | 3.3% | 7.4% | 1.6% | · | 14.0% | · | · | 2.4% | 1.6%
CCOC(=O)C1=C(C)N=C2SCCC(=O)N2C1c1cc(Br)ccc1OC (stereo not drawn) | -3.9% | i | 1.4% | · | 1.0% | 3.4% | i | 5.1% | 7.9%
COCCn1nnnc1C(c1cccs1)N1CCN(c2ccccc2)CC1 (stereo not drawn) | -15.3% | -1.3%[57.5 µM] | 10.6% | 0.6% | -19.8% | 3.2% | i | 10.2% | -2.5%
Cc1ccc(-c2oc3ccccc3c(=O)c2OCC(=O)O)cc1 | -3.4% | -0.5% | 9.5% | 0.1% | -11.0% | 25.3% | i | 11.3% | -2.9%
Cc1ccc(-c2nnnn2C2C/C(=N\NC(N)=S)C3OCC2O3)cc1 (stereo not drawn) | -12.5% | -1.5% | 5.4% | 1.0% | · | 0.3% | i | 8.2% | 1.0%
O=S(=O)(c1ccccc1)N1CCN=C1SCc1ccccc1Cl | -23.5% | -8.7% | 7.8% | -2.3% | 0.0% | 2.4% | i | ? | 1.5%
COc1ccc(C(=O)Nc2ccccc2Cc2ccccc2)c(OC)c1 | -1.4% | i | 20.6% | 1.2% | 21.1% | 21.5% | i | ? | -13.6%
Cn1c(=O)c2c(nc(OCc3ccccc3)n2C)n(C)c1=O | -1.6% | -10.5% | -10.3% | -3.0% | 24.4% | -0.4% | i | 19.1% | -3.0%
COC(=O)C1=C(C)NC(=O)NC1c1ccc([N+](=O)[O-])o1 (stereo not drawn) | -22.2% | i | · | -0.8% | ? | -5.6% | i | 0.7% | 5.8%
CCNc1c(NC(=O)c2ccc3c(c2)OCO3)c(=O)oc2ccccc12 | -6.2% | -3.3% | -19.0% | 2.1% | 8.2% | -3.0% | · | -4.6% | -0.7%
COC(=O)[C@H](C)NC(=O)Nc1ccc(OC)c(OC)c1 | 6.0% | -35.7%[inhibitor][57.5 µM] | -8.5% | 1.4% | 14.1% | 2.8% | i | 4.1% | 21.4%
COC(=O)c1ccc(NC(=O)c2nn(C)c3c2CS(=O)(=O)c2ccccc2-3)cc1 | -1.6% | i | -2.4% | · | 21.9% | · | · | 12.5% | -9.0%
CCOCCc1nn2c(=O)cc(CSCC(=O)Nc3ccccc3)nc2s1 | 7.2% | i | -16.0% | 1.6% | 13.6% | -1.6% | · | 2.8% | -4.5%
CN1CCN(C(=S)Nc2ccc(Cl)cc2Cl)CC1 | -5.8% | i | -0.5% | -0.7% | 16.5% | 1.6% | i | -16.3% | 3.2%

Random excerpt: 3 compounds from above, in no set order.
SMILES | GLP1R cytotox | PTHR1 ag | FUS yeast rescue | MmCpn inh | TDP43 rescue | aSyn yeast inh | pAkt inh | GLP-1R inv ag | Abeta yeast res
COc1ccc(C(=O)Nc2ccccc2Cc2ccccc2)c(OC)c1 | -1.4% | i | 20.6% | 1.2% | 21.1% | 21.5% | i | ? | -13.6%
CCOCCc1nn2c(=O)cc(CSCC(=O)Nc3ccccc3)nc2s1 | 7.2% | i | -16.0% | 1.6% | 13.6% | -1.6% | · | 2.8% | -4.5%
COC(=O)c1ccc(NC(=O)c2nn(C)c3c2CS(=O)(=O)c2ccccc2-3)cc1 | -1.6% | i | -2.4% | · | 21.9% | · | · | 12.5% | -9.0%

The list continues:
SMILES | GLP1R cytotox | PTHR1 ag | FUS yeast rescue | MmCpn inh | TDP43 rescue | aSyn yeast inh | pAkt inh | GLP-1R inv ag | Abeta yeast res
Cc1cccc(C)c1NC(=O)C1(C)CSCC(=O)N1CCCn1ccnc1 (stereo not drawn) | -8.1% | -14.6% | -4.1% | · | 3.3% | 14.3% | i | 17.7% | -7.9%
O=C(NCCC1=CCCCC1)C1CCN(C(=O)N2CCOc3ccccc32)CC1 | -0.2% | -32.7%[inhibitor] | 3.4% | · | 1.6% | · | · | -17.8% | -3.0%
N/C(COc1ccccc1)=N\NC(=O)c1cccnc1Oc1ccccc1 | -10.0% | i | 9.2% | 0.2% | 8.1% | -11.1% | i | -11.2% | 12.8%
Cc1nn(-c2ccccc2)c2nc(-c3ccco3)cc(C(=O)O)c12 | -9.5% | i | 38.5% | -8.6% | 10.0% | 0.0% | i | -19.0% | -7.2%
Cc1ccc(C)c(NS(=O)(=O)c2ccc(NC(=O)c3ccco3)cc2)c1 | -15.1% | -37.4%[inhibitor] | 5.0% | -0.4% | 0.3% | -13.1% | i | 4.6% | 4.9%
COc1ccc(OC)c2sc(N(CCN(C)C)C(=O)c3ccc4ccccc4c3)nc12 | 2.7% | i | 28.2% | 0.0% | 0.0% | -17.6% | i | -32.1% | -22.1%
O=C(Cn1cc(S(=O)(=O)Cc2ccccc2Cl)c2ccccc21)Nc1ccc(F)cc1F | -3.1% | -12.9% | 4.6% | · | 9.6% | · | · | ? | -11.1%
CN(Cc1ccccc1)S(=O)(=O)c1ccc(Cl)c(C(=O)NCc2ccncc2)c1 | -19.3% | -32.9%[inhibitor] | 4.0% | -0.7% | -14.4% | 1.4% | i | -25.7% | 7.6%
COc1cc(C(=O)Oc2cc(N)n(S(=O)(=O)c3ccccc3)n2)cc(OC)c1OC | ? | -30.0%[inhibitor] | -12.5% | 0.2% | 1.9% | -6.8% | i | -31.4% | 3.9%
Cc1ccc(-c2nc3cc(NC(=O)c4cc5ccccc5o4)ccc3o2)cc1 | 1.3% | i | -12.4% | · | 0.0% | · | · | 6.7% | -13.4%
CCCCOc1ccc(-c2cc(C(F)(F)F)c(C#N)c(SCC(=O)O)n2)cc1 | 9.3% | -9.9% | -9.3% | -1.1% | -15.6% | -2.3% | i | -13.5% | -12.4%
O=C1NN(c2cccc(Br)c2)C(=O)/C1=C\c1ccccc1 | -28.4% | -24.4% | 28.5% | 2.5% | -23.7% | 8.9% | i | ? | 2.0%
CCOC(=O)C1(C)CCCN1C(=O)c1ccc(C(=O)OC)cc1 (stereo not drawn) | 7.3% | -16.0% | -18.4% | · | 0.0% | -0.7% | i | 17.9% | 30.3%

High-throughput results: PubChem, National Center for Advancing Translational Sciences (NCATS)
